PAFAH2 inh = PAFAH2 enzyme inhibitors, primary screen, biochemical, fluorescence polarization, human. Platelet-activating factor acetylhydrolase 2, cytoplasmic (Homo sapiens), Q99487. recombinant PAFAH2, FP-rhodamine activity probe. inhibition, % at 3.39 µM. 0.99% of 340,000 active;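 active = inhibition above the mean over all tested compounds plus 3 SD, cut at about 30% in these data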;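 note: inhibitors block probe labeling of enzyme so polarization drops; 0% = enzyme with DMSO and 100% = wells lacking PAFAH2 protein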
PAFAH1B2 FP inh = PAFAH1B2 enzyme inhibitors, primary screen, biochemical, fluorescence polarization, human | Platelet-activating factor acetylhydrolase IB subunit alpha2 (Homo sapiens), P68402 | recombinant PAFAH1B2, FP-rhodamine activity probe | inhibition, % at 3.39 µM | 1.2% of 340,000 active | AID 492953, 2010;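 active = inhibition above the mean of all tested compounds plus 3 SD, cut at about 24% in these data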;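 note: 0% = enzyme with DMSO and 100% = wells lacking PAFAH1B2; many of its hits are not listed in these tables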
Target sequence (P68402 whole entry, looked up): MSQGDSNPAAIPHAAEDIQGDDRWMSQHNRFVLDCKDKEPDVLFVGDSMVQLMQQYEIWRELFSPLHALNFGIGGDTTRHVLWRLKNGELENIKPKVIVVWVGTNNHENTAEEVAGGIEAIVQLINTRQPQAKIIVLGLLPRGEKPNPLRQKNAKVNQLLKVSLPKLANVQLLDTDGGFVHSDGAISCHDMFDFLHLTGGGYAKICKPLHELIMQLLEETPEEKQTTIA
PAFAH1B3 inh = PAFAH1B3 enzyme inhibitors, primary screen, biochemical, fluorescence polarization, human; Platelet-activating factor acetylhydrolase IB subunit alpha1 (Homo sapiens), Q15102; recombinant PAFAH1B3, FP-rhodamine probe; inhibition, % at 3.39 µM; 0.28% of 340,000 active;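 active = inhibition above the screen-wide average of all tested compounds plus 3 SD, cut at about 25% in these data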;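 note: 0% = enzyme with DMSO only and 100% = wells lacking PAFAH1B3 protein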
Target sequence (Q15102 whole entry, looked up): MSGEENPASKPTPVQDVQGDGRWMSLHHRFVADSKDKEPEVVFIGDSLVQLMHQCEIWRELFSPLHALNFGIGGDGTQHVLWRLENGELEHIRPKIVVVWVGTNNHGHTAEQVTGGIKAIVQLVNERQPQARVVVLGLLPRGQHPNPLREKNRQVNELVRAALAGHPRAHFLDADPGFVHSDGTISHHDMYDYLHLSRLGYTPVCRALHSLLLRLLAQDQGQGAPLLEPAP
EBNA-1 inhibitor = EBNA-1 DNA-binding inhibitors, primary screen, biochemical, fluorescence polarization; inhibition, % at 14.8 µM; 0.34% of 300,000 active; AID 1950, 2009; in the data active = inhibition above about 28%
LYPLA2 inh = LYPLA2 inhibitors, primary screen, counter-screen for PME1 inhibitor project, biochemical, fluorescence polarization, FP-Rh probe ABPP; Acyl-protein thioesterase 2 (Homo sapiens), O95372; recombinant LYPLA2; inhibition, % at 5.9 µM; 0.38% of 320,000 active; AID 2177, 2009;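 active = inhibition above the screen-wide mean plus 3 SD, limit set per campaign, cut at about 26% in these data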;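 note: 0% = LYPLA2 with DMSO and 100% = wells lacking LYPLA2 enzyme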
Target sequence (O95372 whole entry, looked up): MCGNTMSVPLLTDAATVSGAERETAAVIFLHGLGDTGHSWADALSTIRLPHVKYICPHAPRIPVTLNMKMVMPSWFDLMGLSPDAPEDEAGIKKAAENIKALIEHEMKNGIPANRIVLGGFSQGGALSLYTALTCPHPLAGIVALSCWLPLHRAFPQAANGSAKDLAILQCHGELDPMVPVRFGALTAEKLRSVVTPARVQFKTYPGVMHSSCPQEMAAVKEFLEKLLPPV
pPAFAH inh = pPAFAH enzyme inhibitors, primary screen, biochemical, fluorescence polarization, human; Platelet-activating factor acetylhydrolase (Homo sapiens), Q13093; recombinant pPAFAH, FP-rhodamine probe fluorescence polarization; inhibition, % at 3.39 µM; 1.5% of 330,000 active;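 active = inhibition above the mean inhibition across the screen plus 3 SD, cut at about 25% in these data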;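 note: inhibitors block binding of the rhodamine activity-based probe so polarization drops; 0% = enzyme with DMSO and 100% = wells lacking pPAFAH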
LYPLA1 inh = LYPLA1 inhibitors, primary screen, counter-screen for PME1 inhibitor project, biochemical, fluorescence polarization, FP-Rh probe ABPP | Acyl-protein thioesterase 1 (Homo sapiens), O75608 | recombinant LYPLA1 | inhibition, % at 5.9 µM | 0.16% of 320,000 active;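 active = inhibition above the mean of all tested compounds plus 3 SD, set per campaign, cut at about 14% in these data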;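 note: inhibitors block serine hydrolase probe labeling of LYPLA1 so polarization falls; 0% = enzyme with DMSO and 100% = wells lacking LYPLA1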
PREPL inh = PREPL enzyme inhibitors, primary screen, biochemical, fluorescence polarization. recombinant PREPL, fluorescence polarization activity-based probe. inhibition, % at 5.96 µM. 0.68% of 320,000 active. AID 2751, 2010; in the data active = inhibition above about 43%;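 note: 0% = enzyme with DMSO and 100% = wells lacking enzyme; many of its hits are not listed in these tables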
ZTA DNA inh = blocks Epstein-Barr virus ZTA, an EBNA-1 counter-screen; P03206; ZTA-DNA binding, fluorescence polarization; inhibition, % at 11 µM; 0.15% of 320,000 active; AID 2234; in the data active = inhibition above about 33%
Target sequence (P03206 whole entry, looked up): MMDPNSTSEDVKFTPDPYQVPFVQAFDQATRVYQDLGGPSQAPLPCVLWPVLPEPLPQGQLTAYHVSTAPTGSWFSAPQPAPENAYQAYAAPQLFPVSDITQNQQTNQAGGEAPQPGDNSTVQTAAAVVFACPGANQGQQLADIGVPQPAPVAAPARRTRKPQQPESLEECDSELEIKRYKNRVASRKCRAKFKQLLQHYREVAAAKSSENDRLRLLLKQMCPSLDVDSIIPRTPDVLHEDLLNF
* marks the source's active call; other numbers are inactive results; . = no result given. These rows are one share of the data (hit frequency here may not be typical).

SMILES	PAFAH2 inh	PAFAH1B2 FP inh	PAFAH1B3 inh	EBNA-1 inhibitor	LYPLA2 inh	pPAFAH inh	LYPLA1 inh	PREPL inh	ZTA DNA inh
O=C(CN1C(=O)/C(=C/c2ccccc2F)Sc2ccccc21)NCC1CCCO1 (stereo not given)	5	4	3	-8	4	7	0	8	-1
CCn1c(CNS(=O)(=O)c2ccc(Cl)cc2)n[nH]c1=S	12	9	3	-1	-4	-2	0	15	-3
CSc1cccc(NS(=O)(=O)c2ccccc2)c1	-2	4	15	-16	0	10	-4	-10	1
Cc1ccc(Cc2c(C)nc3nc(SCC(=O)NCCCN4CCOCC4)nn3c2C)cc1	6	0	5	2	-2	-1	-1	-3	-10
C/C(=N\NC(=O)c1cccc(S(=O)(=O)N2CCCC2)c1)c1ccc(OCC(=O)N(C)C)cc1	6	-4	2	6	-6	3	-2	22	3
Cc1ccc(N2C(=O)c3ccccc3NC2(C(=O)O)c2ccccc2)cc1Cl (stereo not given)	-1	9	6	5	-1	5	-3	11	-10
Cc1ccc2cc(C)c3nnc(SCC(=O)c4cccs4)n3c2c1C	9	-2	9	4	-2	-1	-5	12	-10
CCCc1cc2c(cc1NC(=O)c1ccccc1Cl)OCO2	8	-2	3	-7	-3	1	-2	5	-17
COc1ccc(C(C)=O)cc1COC(=O)c1ccc(OCc2c(C)noc2C)cc1	0	-4	5	0	1	7	-1	1	-6
O=C(NNc1c2ccccc2nc2ccccc12)c1cc2ccccc2cc1O	12	7	13	-4	22	19	0	69*	-5
CCc1ccccc1N1CC(C(=O)Nc2cc(C)on2)CC1=O (stereo not given)	-1	-1	4	-4	6	4	3	12	-4
COc1ccccc1CNC(=O)C1CCN(C(=O)NC2CCCCC2)CC1	3	9	9	2	5	0	1	5	10
CCCCNC(=O)CSc1nc2ccccc2c(=O)n1CCNC(C)=O	-1	3	9	9	-11	-1	0	-14	10
CCOC(=O)C1=C(C)N=C2SC(C)C(=O)N2C1c1ccc(OC(C)=O)c(OCC)c1 (stereo not given)	.	.	.	-3	0	-1	0	7	8
COc1cc(/C=C2\C(=N)N3N=C(S(C)(=O)=O)SC3=NC2=O)cc(OC)c1OCCOc1ccccc1C	-16	1	-1	25	-8	17	-8	-2	6
O=C(CNC(=O)c1ccccc1)NCC(O)c1ccc([N+](=O)[O-])cc1 (stereo not given)	-4	2	10	0	6	3	-5	10	-9
c1ccc(-c2cc(N3CCCCC3)nc(-c3ccccc3)n2)cc1	-3	1	-3	-4	0	0	-1	-2	2
CCCCCC(=O)Cc1cc(O)cc2c1C(=O)Oc1cc(O)c(C(=O)O)c(CCCCC)c1O2	.	.	.	25	3	43*	-4	14	8
CC(C)CN(C(=O)CSc1n[nH]c(-c2cccs2)n1)C1CCS(=O)(=O)C1 (stereo not given)	7	4	3	.	2	1	-2	7	4
Cc1ccc(N/N=C2\CC(=O)c3ccccc32)cc1Cl	.	.	.	-7	5	9	0	14	-3
COc1ccc(/C=N/NC(=O)c2ccccc2O)cc1Cn1cc(Cl)cn1	1	-2	-4	4	-6	4	-6	2	-9
CCOP(=O)(OCC)c1nc(-c2ccc(C)cc2)oc1NCc1ccccc1	3	1	6	4	0	12	-2	-6	-13
CC(C)CNC(=O)c1oc2ccccc2c1COc1ccccc1	2	-5	-3	4	-6	1	-4	0	2
COc1cc(OC)cc(C2=NCCN2)c1	0	-5	3	7	0	4	4	6	-11
COc1cc(CCC(C)NCc2ccccc2)ccc1O (stereo not given)	-1	4	1	7	5	1	6	24	-3

(further entries)
SMILES	PAFAH2 inh	PAFAH1B2 FP inh	PAFAH1B3 inh	EBNA-1 inhibitor	LYPLA2 inh	pPAFAH inh	LYPLA1 inh	PREPL inh	ZTA DNA inh
Nc1nc(SCc2nc3sc4c(c3c(=O)[nH]2)CCCC4)n[nH]1	10	7	8	-1	-7	1	-6	1	-3
CC(C)Oc1nc(-c2ccc(Cl)cc2)nc2ccccc12	9	-1	0	-3	-4	7	-2	1	-9
COc1ccc([C@@H]2CC=C(C(=O)O)[C@H](c3ccccc3)N2S(=O)(=O)c2ccc(C)cc2)cc1OC	0	5	7	7	4	-1	0	-6	-11
N#Cc1ccc(OCC(O)CN2CCN(C(c3ccccc3)c3ccccc3)CC2)cc1 (stereo not given)	-5	10	-10	0	4	-4	4	18	2
O=C(NN=C1CCCC1)c1cc(Br)ccc1O	5	2	1	4	-2	30*	-3	8	2
O=C1CCC(C(=O)OCc2nnc(-c3ccc(Cl)cc3)o2)=NN1	7	4	3	-12	5	2	2	3	-12
O=C(CSc1nc(-c2cccs2)cc(C(F)(F)F)n1)NCCCn1ccnc1	2	0	2	8	2	-3	0	19	-4
Cc1nc2ccsc2c(=O)n1-c1ccc(Cl)cc1	-2	4	-1	12	11	3	5	2	25
CCOC(=O)C(=N/O)/C(C)=N/NC(C)=O	8	8	8	-12	4	-1	4	5	0
COc1cc2[nH]c3c(=O)n(CCN(C(C)C)C(C)C)cnc3c2cc1OC	12	2	0	-5	-2	-4	0	2	-6
N#Cc1c(NC(=O)/C=C/c2ccco2)sc2c1CCCC2	3	-2	-4	-1	-10	4	-13	8	13
O=[N+]([O-])c1ccc(S(=O)(=O)Nc2nc(-c3ccccc3)cs2)cc1	16	1	-2	16	7	9	0	-5	10
COc1ccc(CNc2nc3ccccc3n2CCN2CCCCC2)cc1	0	0	7	-2	4	5	1	33	4
Cn1c(=S)n(/N=C/c2cccs2)c2ccccc21	-10	5	4	7	0	-6	2	-11	-5
CC1CN(S(=O)(=O)c2cccc(C(=O)NCc3ccccn3)c2)CC(C)O1 (stereo not given)	-2	12	7	.	.	0	.	18	.
COCc1cc(C)nc(SCc2ccccc2Cl)c1C#N	-5	2	9	-7	-2	3	-4	-5	-1
CC1CN(C(=O)CCC(=O)NCc2ccccc2)c2ccccc2S1 (stereo not given)	-4	4	-3	11	-2	-5	2	-2	11
CN1CCN(c2oc(-c3ccccc3F)nc2S(=O)(=O)c2ccc(Cl)cc2)CC1	7	0	3	1	3	-6	0	-64	-4
COC(=O)c1ccc(Cn2nnc3c(=O)[nH]c(C4CCN(S(=O)(=O)c5ccc(F)cc5)CC4)nc32)cc1	-3	-1	-5	6	19	7	2	8	8
COc1ccc(C2SCC(=O)N2c2c(C)n(C)n(-c3ccccc3)c2=O)cc1 (stereo not given)	2	0	0	13	3	5	0	-8	-6
Nn1c(SCC(=O)N2CCN(S(=O)(=O)c3ccccc3)CC2)nnc1-c1cccs1	-2	3	11	6	5	4	1	3	4
CC1CCN(C(=O)CN(c2ccc(Cl)c(C(F)(F)F)c2)S(C)(=O)=O)CC1	0	6	-2	-8	1	9	4	3	1
Nc1nc(CN2CCN(c3ccccc3F)CC2)nc(Nc2ccccc2)n1	-11	0	3	-2	10	7	4	2	-3
Cc1ccc(Cl)cc1NC(=O)COC(=O)CC1CCCCC1	31*	11	6	.	3	13	-1	-2	-10
CC(Sc1nc(-c2ccccc2)cc(=O)[nH]1)C(=O)O (stereo not given)	-5	6	5	3	2	9	-1	7	-2

(next part)
SMILES	PAFAH2 inh	PAFAH1B2 FP inh	PAFAH1B3 inh	EBNA-1 inhibitor	LYPLA2 inh	pPAFAH inh	LYPLA1 inh	PREPL inh	ZTA DNA inh
Brc1ccc(C2CC(c3ccccc3)=Nc3ccccc3N2)cc1 (stereo not given)	2	1	0	8	3	4	-4	5	6
COc1ccc(OC(C)C(=O)NC2CCCCCC2)cc1 (stereo not given)	3	0	8	13	-2	0	1	0	6
CCc1ccc(NC(=O)C/C(C)=N/NC(=O)COc2ccccc2C)cc1	9	3	-3	1	-2	6	4	-8	-21
O=C(CCNC(=O)c1ccccc1)N=Nc1c(O)[nH]c2ccccc12	.	.	.	2	1	-1	0	-5	-15
CCOC(=O)c1ccc(Nc2cnc3ccccc3n2)cc1	1	3	6	-8	-2	-4	2	8	18
CC(C)NC(=O)COC(=O)c1ccc(Cl)c(S(=O)(=O)N2CCCC2)c1	17	3	6	-4	4	4	1	1	-7
O=C(O)c1cc(-c2ccccn2)n[nH]1	3	3	8	0	4	-2	-3	5	-7
COc1ccc(N(CCCN2C(=O)c3cccc4cccc(c34)C2=O)C(=O)c2ccncc2)cc1	4	7	-2	-8	2	5	-1	7	-19
O=C(NCc1cccs1)C1CC(c2ccccc2O)=NO1 (stereo not given)	-5	1	1	14	3	2	1	-15	0
CN(C)Cc1c(O)ccc2c(=O)c(-c3ccccc3Cl)coc12	11	4	4	3	3	5	-1	-3	-7
Cc1c(NS(=O)(=O)c2cc(C(=O)N3CCCC(C)C3)ccc2Cl)c(=O)n(-c2ccccc2)n1C (stereo not given)	-4	8	10	.	.	-5	.	12	.
COc1cccc(-c2nnc(NC(=O)c3ccc(S(=O)(=O)N4CC(C)OC(C)C4)cc3)o2)c1 (stereo not given)	2	1	2	5	-1	1	-1	-1	4
C/C(=N\NC(=O)Cc1cccn1C)c1ccc2ccccc2c1	5	6	3	-7	3	6	-2	15	-5
Cc1cccc2c(C(=O)N3CCN(c4ccccn4)CC3)cc(-c3cccc(Br)c3)nc12	-12	-4	3	-8	-12	1	-6	-22	6
N/C(CN1CCSCC1)=N\OCc1c(F)cccc1Cl	2	7	7	-7	-4	-2	0	-7	-10
CCOC(=O)C1CCN(C(=O)COc2ccc(S(=O)(=O)NC(C)C)cc2Cl)CC1	-7	3	2	-3	-3	3	0	9	3
N#CCCCC#Cc1ccc2c(c1)COc1c3ccccc3nn1-2	-3	-2	-7	6	0	1	-2	0	2
CSc1ccc(/C=C(/NC(=O)c2ccc(C)cc2)C(=O)Nc2cccc(F)c2)cc1	-6	4	2	-4	0	1	0	14	-4
COc1cccc(OCCOCC(O)CN2CCN(Cc3ccc(Cl)cc3)CC2)c1 (stereo not given)	-9	10	9	-8	1	-2	-2	-25	-16
Cc1nc(-c2ccccc2)nn1-c1ccc([N+](=O)[O-])cc1	.	.	.	-2	0	-1	-2	20	2
O=C(Nc1ccccc1F)c1cc2nc(C(F)F)cc(C(F)F)n2n1	3	12	15	9	3	2	0	4	-15
O=C(NCc1ccc(Cl)c(Cl)c1)c1cccnc1	7	1	2	-10	-2	-1	-2	-3	-8
Cc1ccc(S(=O)(=O)N2CCC(C(=O)NCc3ccccc3CN3CCCC3)CC2)cc1	-3	-4	12	.	.	0	.	17	.
CSc1nnc(-c2cnccn2)n1CCCN1CCCC1=O	-2	5	12	-4	4	6	2	17	-24
O=C(Nc1nc(-c2ccc(F)cc2)cs1)C1CCCO1 (stereo not given)	-13	1	0	1	2	-2	0	7	-33
COc1ccccc1N1CCN(C(=O)CC2NC3CCCCC3NC2=O)CC1 (stereo not given)	.	.	.	-4	-2	2	-3	11	11
C=CCn1c(C)nc2ccccc2c1=O	1	3	-2	12	0	5	1	0	18

PREPL inh, hit marks shown above
Compound	PAFAH2 inh	PAFAH1B2 FP inh	PAFAH1B3 inh	EBNA-1 inhibitor	pPAFAH inh	PREPL inh
O=C(NNc1c2ccccc2nc2ccccc12)c1cc2ccccc2cc1O	12	7	13	-4	19	69*

Source: PubChem BioAssay (The Scripps Research Institute Molecular Screening Center)
